Source: PubChem BioAssay (Fisher Drug Discovery Resource Center)
NPYLR7 ag: activates Aedes aegypti NPYLR7 receptor. HEK293T NPYLR7/Galpha15, GCaMP6s calcium fluorescence. activation, % at 10 µM. actives 0.15% (n = 270,000); in the data active = activation above about 40%;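 note: 0% = vehicle and 100% = reference agonist at the receptor; some compounds past the cut are filed as inactive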
mcGAS lum: blocks mouse cGAS activity; recombinant cGAS, Kinase-Glo ATP depletion luminescence; inhibition, % at 12.5 µM; actives 0.15% (n = 160,000); AID 1259399;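 note: 0% = negative control wells and 100% = reference inhibitor with no enzyme activity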
hcGAS lum: human cGAS inhibition | inhibition, % at 12.5 µM | actives 0.081% (n = 290,000) | recombinant h-cGAS, ATP depletion, Kinase-Glo luminescence;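 note: 0% = vehicle reaction and 100% = reaction without DNA for no activity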
Target sequence (Q8N884 whole entry, looked up): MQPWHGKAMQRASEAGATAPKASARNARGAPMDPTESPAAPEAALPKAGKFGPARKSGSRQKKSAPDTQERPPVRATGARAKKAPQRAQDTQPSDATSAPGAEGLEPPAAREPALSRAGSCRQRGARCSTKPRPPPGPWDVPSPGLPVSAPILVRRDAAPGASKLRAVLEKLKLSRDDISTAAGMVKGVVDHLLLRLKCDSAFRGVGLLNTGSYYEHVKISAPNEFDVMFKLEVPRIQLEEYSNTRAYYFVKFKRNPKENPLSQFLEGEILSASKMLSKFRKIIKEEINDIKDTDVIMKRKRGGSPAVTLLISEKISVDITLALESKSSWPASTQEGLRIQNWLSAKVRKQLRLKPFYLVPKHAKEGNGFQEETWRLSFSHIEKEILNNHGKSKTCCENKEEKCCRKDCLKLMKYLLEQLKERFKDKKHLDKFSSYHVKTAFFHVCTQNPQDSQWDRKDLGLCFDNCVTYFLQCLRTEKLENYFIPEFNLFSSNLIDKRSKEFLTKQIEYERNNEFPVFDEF
Starred values were filed as active, the others as inactive; / = no result given; & = joins results of further samples. Cut-off read from the data, not from the text of the source, unless noted: active = inhibition above about 40%; inactive = the rest. Some of the compounds tested (hit frequency here may not be typical).

SMILES	NPYLR7 ag	mcGAS lum	hcGAS lum
CN1Cc2c(ccc3c2OCO3)C2C(O)Cc3cc4c(cc3C21)OCO4 (configuration not stated)	1	/	-5
CC(Cn1cncn1)NCc1n[nH]c2c1CCCCC2 (configuration not stated)	-1	/	4
CC(C)SCC(=O)N1CCC2(CCN(C)C2)CC1	/	-11	-5
CCOP(=S)(OCC)Oc1ccc2c(C)c(Cl)c(=O)oc2c1	-5	/	-7
Clc1cnc(N[C@H]2[C@H]3CCO[C@H]3[C@@H]2N2CCCC2)nc1	/	1	8
CC(=O)OC(C)(C)C(=O)N1CCN(CCOC(c2ccccc2)c2ccc(N3CCOCC3)cc2)CC1 (configuration not stated)	-1	-8	-9
Cc1cc(C2C[C@H]3CC[C@@H](C2)N3CC2[C@H]3CNC[C@@H]23)ccc1F (some centres not stated)	/	-5	-8
CC(C)(C)C(=O)C(Oc1ccc(Cl)cc1)n1cncn1 (configuration not stated)	-8	-5	-7
COc1ncccc1CN1CCN2CCN(C)CC2C1 (configuration not stated)	-4	-13	-4
CN1CCCC1CCOC1c2ccccc2CCc2ccccc21 (configuration not stated)	5	/	-3
CC(C)COP(C)(=S)/C(C#N)=C(\OC(=O)c1ccccc1)c1ccccc1 (configuration not stated)	-3	-8	-5
Cc1cc(C)cc(CC(C)NC(=O)NCCC(=O)N(C)C)c1 (configuration not stated)	0	/	-8
O=C1c2ccccc2C(=O)c2ccccc21	/	-4	-4
CCOC(=O)c1nn(CN2CC(C)OCC2C)c2ccc(Br)cc12 (configuration not stated)	-2	/	3
Cc1cccc(C(=O)Nc2ccc3[nH]cc(CCN4CCOCC4)c3c2)c1	13	-5	-2
COc1ccc(OC)c(CNC(=O)c2cn(CC3CCCO3)nn2)c1 (configuration not stated)	1	/	2
CN(C)CC(=O)N1C[C@@H]2C[C@H](C1)c1ccc(-c3ccc(OC(F)(F)F)cc3)c(=O)n1C2	-7	-7	-4
O=C(Cc1c(F)cccc1F)N1CCN(Cc2ccc(-c3noc(C4CCCC4)n3)cc2)CC1	28	-4	-5
CC(=O)N1CN2CN(C(C)=O)CC([N+](=O)[O-])(C2)C1	-5	-8	-6
O=C(O)CC[N+](=O)[O-]	5	-3&-2	-7&4
Cc1ccc(CN2CCCC(C(=O)c3cccc(OC(C)C)c3)C2)o1 (configuration not stated)	1	-3	-4
COCCNC(=O)C(C1CCCC1)N1CCN(C(=O)COc2ccc(Cl)cc2)CC1 (configuration not stated)	-7	-4	-2
CC(C)N(CC(=O)Nc1nc(CC(=O)N2CCN(Cc3ccc4c(c3)OCO4)CC2)cs1)C(=O)c1ccco1	-7	-6	-5
CCCn1cc(C(=O)NCC2CCCO2)c2ccccc21 (configuration not stated)	6	/	-14
CCCCCOc1c(OC)ccc2cc(C(=O)NCc3ccc4c(c3)OCO4)c(=O)[nH]c12	1	/	-7
CCCNC(=O)c1nn(Cc2ccc(S(=O)(=O)N3CCOCC3)cc2)c2ccccc12	12	-5	-6
Fc1cccc(C2NCCc3[nH]cnc32)c1F (configuration not stated)	-1	/	-6
O[C@H]1C[C@@H]2CN(Cc3cnc(C4CCCCC4)nc3)C[C@@H]2C[C@@H]1O	1	/	-3
Cc1nc2ncccc2cc1C(=O)N1CCC2(CCN(C)C2)CC1	12	/	-4
O=S(=O)(c1cc(Cl)cc(Cl)c1)N1CCN(CCOC(c2ccc(F)cc2)c2ccc(F)cc2)CC1	3	-5	-4
COc1cccc(CC(C)NCC(=O)NC(C)C)c1 (configuration not stated)	1	-12	-7
COC(=O)c1ccc(NC(=O)c2cccn(Cc3cccc(C(F)(F)F)c3)c2=O)cc1	14	/	-11
CONC(=O)c1nn(Cc2ccc(C(C)(C)C)cc2)c2ccccc12	21	-5	-6
c1cc2c(c(-c3ccc4nc[nH]c4c3)c1)CCNC2	3	/	-11
O=C(O)CNCP(=O)(O)O	-4	/	2
Fc1cccc(C2NCc3ccccc3-n3cccc32)c1 (configuration not stated)	1	/	3
COc1ccccc1Cn1c(N)c(C(N)=O)c2nc3ccccc3nc21	1	/	1
CCN1C[C@]2(COC)CC[C@H](O)[C@]34C1[C@H](C[C@H]23)[C@@]1(O)C[C@H](OC)[C@H]2C[C@@H]4[C@@H]1[C@H]2OC(C)=O	15	/	-9
COc1ccc(-n2nc(C(F)(F)F)cc2-c2ccc(Cl)cc2)cc1	5	-3	9
CS(=O)(=O)c1ccc(Cn2nc(C(=O)N3CCN(C(=O)C4CCCO4)CC3)c3ccccc32)cc1 (configuration not stated)	13	-2	0
NC(=O)c1n[nH]nc1N	-2	/	4
COc1ccc(C)c2sc(N3CCNCC3)nc12	-1	/	-7
O=P(C=C(Cl)c1ccccc1)(C=C(Cl)c1ccccc1)Nc1cccnc1	1	-4	-10
Ic1cncc(OC[C@@H]2CCN2)c1	-19	/	0
CN(CC(N)=O)C1(c2ccccc2Cl)CCCCC1=O (configuration not stated)	8	/	-3
COC1=C[C@@H]2[C@@H]3Cc4ccc(OC)c(O)c4[C@]2(CCN3C)CC1=O	/	-5	-6
O=C(O)C(Cl)Cl	0&-12	/	0&-2
CCOc1ccc(-n2c(C(C)NC)nc3ccccc3c2=O)cc1 (configuration not stated)	7	/	-1
C=CCN1C(=O)C2(c3ccccc31)c1c(cc(C)n(CC)c1=O)OC(=N)C2C(=O)OC (configuration not stated)	5	-5	-6
O=[N+]([O-])c1ccc(O[C@@H]2O[C@H](CO)[C@@H](O)[C@H](O)[C@H]2F)c([N+](=O)[O-])c1	0	-4	-3

7 compounds out of the list, ordered by heavy-atom count, rising.
SMILES	NPYLR7 ag	mcGAS lum	hcGAS lum
O=C(O)C(Cl)Cl	0&-12	/	0&-2
NC(=O)c1n[nH]nc1N	-2	/	4
Ic1cncc(OC[C@@H]2CCN2)c1	-19	/	0
COc1ccc(C)c2sc(N3CCNCC3)nc12	-1	/	-7
CN(CC(N)=O)C1(c2ccccc2Cl)CCCCC1=O (configuration not stated)	8	/	-3
CCOc1ccc(-n2c(C(C)NC)nc3ccccc3c2=O)cc1 (configuration not stated)	7	/	-1
O=P(C=C(Cl)c1ccccc1)(C=C(Cl)c1ccccc1)Nc1cccnc1	1	-4	-10

No new results follow: entries from further up.
SMILES	NPYLR7 ag	mcGAS lum	hcGAS lum
COC1=C[C@@H]2[C@@H]3Cc4ccc(OC)c(O)c4[C@]2(CCN3C)CC1=O	/	-5	-6
O=C(O)C(Cl)Cl	0&-12	/	0&-2
CCOc1ccc(-n2c(C(C)NC)nc3ccccc3c2=O)cc1 (configuration not stated)	7	/	-1
C=CCN1C(=O)C2(c3ccccc31)c1c(cc(C)n(CC)c1=O)OC(=N)C2C(=O)OC (configuration not stated)	5	-5	-6
O=[N+]([O-])c1ccc(O[C@@H]2O[C@H](CO)[C@@H](O)[C@H](O)[C@H]2F)c([N+](=O)[O-])c1	0	-4	-3

Other records follow:
SMILES	NPYLR7 ag	mcGAS lum	hcGAS lum
CN1C(=O)C(=Cc2cn(-c3ccccc3)nc2-c2ccccc2)C(=O)N(C)C1=O	0	-6	-5
O=C(NCCc1ccccn1)C(C1CCCC1)N1CCN(C(=O)COc2ccc(Cl)cc2)CC1 (configuration not stated)	0	-6	-6
Cc1ccc(Cn2ccsc2=N)cc1	-5	/	-7
CCCNC(=O)C(C1CCCC1)N1CCN(C(=O)Cc2ccccc2)CC1 (configuration not stated)	-9	0	-1
N#Cc1cccc(-c2ccc(=O)n3c2[C@@H]2C[C@@H](CN(S(=O)(=O)c4ccccc4)C2)C3)c1	-11	-9	-5
CS(=O)(=O)c1ccc(-c2ccccc2C(=O)N2CCC(C#N)(c3ccccc3)CC2)cc1	-7	-3	-5
O=C1NC(=S)NC(=O)C1=Cc1cc(-c2ccccc2)n(-c2ccc([N+](=O)[O-])cc2)c1-c1ccccc1	-8	-3	-1
C/C=C/c1cc(OC)c(OC)cc1OC	3	-2	4
c1ccc(NC2=NCCCS2)cc1	4	/	-9
Cc1nc2ccccc2c(=O)n1-c1ccccc1Cl	-22	/	5
Cc1ccnc(CC(C)N(C)Cc2cccc3cnccc23)c1 (configuration not stated)	6	/	-2
CN1CCN2CCN(C(=O)CCn3ccc(=O)[nH]c3=O)CC2C1 (configuration not stated)	18	/	-10
Cc1cccc(C2SCC(=O)N(CC(=O)N3CCCC3)c3c2c(C(C)(C)C)nn3C)c1 (configuration not stated)	-20	-3	-2
CC[C@]1(O)CC[C@H]2[C@@H]3CCC4=CCCC[C@@H]4[C@H]3CC[C@@]21C	-3	/	-1
CCOC(=O)CC(=O)Nc1ccc2[nH]cc(CCN(C)C3CCCCC3)c2c1	16	-5	3
COCC1(C(=O)N2C[C@H](c3ccccc3)[C@@H]3[C@H]2C2CCN3CC2)CCC1	8	/	-7
OC1CCCCC1N1CCC(c2ccccc2)CC1 (configuration not stated)	-6&4	-3	-5&-4&14
CC1(C)N([O-])[N+](=O)C1(C)Br (configuration not stated)	2	/	-3
Cc1c(NP(=O)(C(C)(C)C)C(C)(C)C)c(=O)n(-c2ccccc2)n1C	8	-2	-5
O=c1ccc2cc(OC3O[C@H](CO)[C@@H](O)[C@H](O)[C@H]3O)c(O)cc2o1 (some centres not stated)	0	-6	-6
COC(=O)C1C(=N)Oc2cc(C)[nH]c(=O)c2C12C(=O)N(Cc1ccc(F)cc1)c1ccccc12 (configuration not stated)	-1	-6	-5
Cc1nccc2c1[nH]c1ccccc12	-5&2&0	-1	3&1&0
NC(=O)c1cc([N+](=O)[O-])cc([N+](=O)[O-])c1	-8	/	-4&0
c1cc(CN2CCSC3(CCCCC3)C2)no1	-4	/	-7
C=C[C@H]1CN2CC[C@H]1C[C@H]2[C@H](O)c1ccnc2ccccc12	-6&-4	/	-4&-8
C/C=C(/C)C(=O)O[C@H]1C(C)=C2[C@H]([C@@H]1OC(=O)CCCCCCC)[C@@](C)(OC(C)=O)C[C@H](OC(=O)CCC)[C@@]1(O)[C@H]2OC(=O)[C@@]1(C)O	19	-3	6
COc1cc(C=C2C(=O)N(C)C(=O)N(C)C2=O)ccc1OCCOc1ccccc1	2	-4	-3
Cc1cccnc1CC(C)NC1CCN(C(=O)c2ccccc2)CC1 (configuration not stated)	-6	/	-5
N#Cc1ccccc1CN1CCN(c2ccccc2O)CC1	-6	-1	5
Cc1ccsc1C(=O)C1CCCN(Cc2nc3c(s2)CCCC3)C1 (configuration not stated)	10	-13	-11
Nc1nc(N2CCN3CCNC(=O)C3C2)c2cn[nH]c2n1 (configuration not stated)	5	/	3
COc1cccc(-c2nc(CCNC(C)Cc3cccc(C(F)(F)F)c3)n3ccc(Cl)cc23)c1 (configuration not stated)	10	-4	-6
COc1ccc(S(=O)(=O)N2CCN(CCOC(c3ccc(F)cc3)c3ccc(F)cc3)CC2)cc1OC	2	-6	-4
COc1nc(C)cc(C)c1CNc1ncccc1C(F)(F)F	-23	/	6
NC(=O)CN1CCCC1=O	-8&-3&1	-3	-1&-4&-1
CO[C@H]1CN[C@H]2Cc3c(oc4ccccc34)[C@@H]1C2	1	-7	-2
CC(C)c1ccc(NC(=O)C(C2CCCC2)N2CCN(C(=O)Cc3cccs3)CC2)cc1 (configuration not stated)	-3	-5	-7
CCC(C)NC(=O)CN1C(=O)CSC(c2cccc(F)c2)c2c(C(C)(C)C)nn(-c3cccc(C)c3)c21 (configuration not stated)	18	-2	-3
COc1ccc(-n2nc(-c3ccccc3)c3c2N(CC(=O)NC2CC2)C(=O)CSC3c2ccccc2Cl)cc1 (configuration not stated)	13	-2	-6
COCc1nc(-c2ccc(CN3CCN(C(=O)Cc4ccccc4C)CC3)cc2)no1	4	-6	-3
O=C1NC2(CCNCC2)Nc2cc(Cl)ccc21	13	/	-3
c1ccc2c(c1)sc1ccccc12	-12	/	-2
O=P(C=C(Cl)c1ccccc1)(C=C(Cl)c1ccccc1)NC1CCCCC1	-5	/	1
C=CCOc1ccc(C=C(C#N)C#N)cc1	1	8	-4
CN1CCN2CCN(c3ncc(C(F)(F)F)cc3Cl)CC2C1 (configuration not stated)	-4	/	-3
C1=C(c2ccccc2)CCNC1	5	-2	-4
COc1cccc([C@@H]2CCN(Cc3ccc(OC)cc3F)C[C@H]2O)c1	8	-9	-1
COc1ccc2c(c1)[C@@]13CCCC[C@H]1[C@@H](C2)NCC3	2	-4	-4
CN(C)C(=O)c1ccc(-c2cccc3c2CCNC3)cc1	2	-7	-1
CCN1C[C@]2(COC)CC[C@H](OC)[C@@]34C1[C@]1(OCO[C@@]15C[C@H](OC)[C@H]1C[C@@H]3[C@@H]5[C@H]1OC)[C@@H](O)[C@H]24	-9	-5	-8

(listing goes on)
SMILES	NPYLR7 ag	mcGAS lum	hcGAS lum
CN(CCn1cccn1)C(=O)C1CC12CCNCC2 (configuration not stated)	/	-1	-1
COc1nc2ccccc2cc1C1NCCc2nc(N)sc21 (configuration not stated)	/	-11	-5
O=C1C2CCN(CC2)C1(CO)CO	10	/	-4
CCn1nnc2c(N3CCNCC3)ncnc21	-3	/	-7
COc1ccc2[nH]cc(CCN)c2c1	-2&-3&3	-3	-5&-3&-3
CNC(=O)c1cccc(NCc2c(C)cc(C)nc2OC)n1	4	/	2
CN1C(=O)NC(=O)/C(=C/c2ccc(-c3cccc(C(=O)O)c3)o2)C1=O	1	-5	-2
N#Cc1ccccc1NC(=O)c1cccn(Cc2ccccc2Cl)c1=O	15	/	-11
C=CCn1cc(C(=O)Nc2c[nH]ccc2=O)c2ccccc21	9	/	-7
COc1ccc(C2=CCN(CC(C#N)CCC#N)CC2)cc1 (configuration not stated)	-1	/	-5
COc1ccc(C(=O)c2c(C)n(CCN3CCOCC3)c3cc(I)ccc23)cc1	-6	/	-1
Cc1cc(C(=O)O)c(C)n1C(C)C	1	-8	-3
CC(C)c1nccc(CN2CCC3(CC2)C(=O)N(C)c2ccccc23)n1	2	-15	-5
CCCN(C/C=C/I)C1CCc2ccc(O)cc2C1 (configuration not stated)	4	/	-6
